GAA spleen mod = qHTS Assay for Inhibitors and Activators of Human alpha-Glucosidase From Spleen Homogenate. Lysosomal alpha-glucosidase (Homo sapiens), P10253. human spleen homogenate, 4-MU-alpha-glucoside fluorescence. Potency, µM (series often up to 79.9 µM), without a hit: at the highest dose activity change, negative = inhibition, most hits filed as inhibitors. actives 0.006% (n = 240,000);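 further: potency means the concentration at half of the fitted maximal effect; 0% = enzyme with vehicle and -100% = no enzyme basal signal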
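Human spleen homogenate (1 ug) incubated with compounds and 1 mM 4-methylumbelliferyl-alpha-D-glucopyranoside in pH 5.0 citrate/phosphate buffer, 37 C, 40 min. Stopped at pH 10; 4-MU fluorescence (Ex 365/Em 440 nm); AC50 by Hill fit.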
GAA inh = qHTS Assay for Inhibitors of Human alpha-Glucosidase as a Potential Chaperone Treatment of Pompe Disease | purified human GAA, 4-MU-alpha-glucoside fluorescence | Potency, µM (titrated, usually from 76.9 µM), without a hit: at the top dose activity change, negative = inhibition, hits mostly inhibitors | actives 0.005% (n = 200,000) | AID 1466, 2008;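 further: potency means the concentration at half of the fitted maximal effect; plate controls were uninhibited enzyme wells for no effect and no-enzyme background for full effect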
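Human alpha-glucosidase, 4 nM, pre-mixed with test compounds before 400 uM 4-methylumbelliferyl substrate; 20 min room temperature at pH 5.0. Fluorescence read after pH 10 stop; AC50 values from Hill-equation fits.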
CBFb-RUNX1 inh = qHTS Assay for Compounds Blocking the Interaction Between CBF-beta and RUNX1 for the Treatment of Acute Myeloid Leukemia; Runt-related transcription factor 1 (Homo sapiens) + Core-binding factor subunit beta …; AlphaScreen CBFb-His/RUNX1-biotin binding, biochemical; Potency, µM (top dose mostly 59.8 µM), without a hit: at the top dose activity, negative = inhibition, usual class: inhibitors; 230,000 tested, under 10 active; AID 1477, 2009; further: % of control where 0% means no effect
Target sequence (Q01196 whole entry, looked up): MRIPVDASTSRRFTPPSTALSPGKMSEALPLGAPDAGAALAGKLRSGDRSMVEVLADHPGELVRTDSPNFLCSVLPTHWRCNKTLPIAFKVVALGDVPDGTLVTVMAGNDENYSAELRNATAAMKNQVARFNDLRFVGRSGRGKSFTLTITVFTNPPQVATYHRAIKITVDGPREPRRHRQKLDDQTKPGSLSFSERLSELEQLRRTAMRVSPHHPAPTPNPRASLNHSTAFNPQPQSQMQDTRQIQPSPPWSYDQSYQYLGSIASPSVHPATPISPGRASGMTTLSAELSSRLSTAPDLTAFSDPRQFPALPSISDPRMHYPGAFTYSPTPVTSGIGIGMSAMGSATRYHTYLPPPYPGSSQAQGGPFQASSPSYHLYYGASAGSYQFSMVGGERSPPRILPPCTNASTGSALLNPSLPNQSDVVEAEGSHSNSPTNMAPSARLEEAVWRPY
Target sequence (Q13951 whole entry, looked up): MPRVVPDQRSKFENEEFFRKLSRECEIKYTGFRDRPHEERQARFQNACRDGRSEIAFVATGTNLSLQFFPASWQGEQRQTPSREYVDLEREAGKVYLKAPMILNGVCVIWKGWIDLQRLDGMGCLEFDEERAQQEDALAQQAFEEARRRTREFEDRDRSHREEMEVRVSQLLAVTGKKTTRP
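Read-out: AlphaScreen. Format: His-CBF-beta with biotinylated RUNX1 (30 nM each) preincubated 20 min, compound 15 min, Ni-chelate plus streptavidin beads 90 min; room temperature throughout.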
GAA glycogen mod = qHTS Assay for Inhibitors and Activators of Human alpha-Glucosidase Cleavage of Glycogen; Potency, µM (series often up to 76.4 µM), without a hit: at the highest dose activity change, negative = inhibition, most hits filed as inhibitors; AID 2100, 2009; recombinant GAA, glycogen substrate, Amplex Red glucose oxidase fluorescence; actives 0.38% (n = 300,000);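 further: potency means the concentration at half of the fitted maximal effect; 0% = full enzyme reaction and -100% = no-enzyme basal signal; the screen sought inhibitors and activators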
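Recombinant enzyme (4 nM final) with compounds titrated up to 77 uM and bovine liver glycogen (30 ug) in citrate pH 5.0, 0.01% Tween-20, 37 C 40 min. Released glucose detected by Amplex Red/glucose oxidase (Ex 573/Em 610); AC50 from Hill fits.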
HttQ103 aggreg = qHTS Multiplex Assay to Identify Dual Action Probes in a Cell Model of Huntington: Aggregate Formation (GFP). Potency, µM (highest dose often 46.1 µM), for inactives: at the top dose activity change, negative = inhibition, most hits filed as inhibitors. PC12 HttQ103-GFP aggregates, Acumen cytometry, 40 h. actives 1.1% (n = 220,000); further: potency means the concentration at half of the fitted maximal effect; on the % scale 0 is the no-effect control and ±100 the full control effect; nearly all actives have a fitted effect of over 60% in size
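Ecdysone-promoter PC12 model expressing HTT exon 1 Q103 fused to GFP, induced by tebufenozide at 100 nM final. Compounds titrated; aggregates sized 1–25 µm scored on a 488 nm laser cytometer.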
Lamin A splicing = qHTS Assay for Modulators of Lamin A Splicing. actives 0.01% (n = 200,000). Potency, µM (top dose mostly 46.1 µM), without a hit: top-dose ratio change, negative = inhibition, hits mostly inhibitors. HeLa LMNA splicing GFP/RFP minigene ratio, 48 h; active means well fitted inhibition curve with a large enough effect in the signal ratio, with a control signal flat, not every such curve was filed as active; inconclusive means small, poorly fitted or top-dose-only effect, or effect the other way, or a change in a side signal; the % refers to the signal ratio; further: potency means the concentration at half of the fitted maximal effect; on the % scale 0 is the no-effect control and ±100 the full control effect
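S3 HeLa stable clones carrying a lamin A-EGFP splicing minigene plus DsRed2 were seeded at 600 cells/well in Opti-MEM with 2% FBS, pin-dosed and incubated 48 h at 37°C. Acumen cytometry (488 nm) gave the GFP/RFP total-intensity ratio.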
HTT ATP protect = qHTS Multiplex Assay to Identify Dual Action Probes in a Cell Model of Huntington: Cytoprotection (ATP); PC12 HTT-Q103 induced, cytoprotection, ATP luminescence, 40 h; Potency, µM (series often up to 56.4 µM), without a hit: cytoprotection (ATP increase), hits mostly activators; actives 0.14% (n = 230,000);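 further: potency means the concentration at half of the fitted maximal effect; % of control where 0% means no effect; nearly all actives have a fitted effect of over 45% in size; toxic huntingtin expression switched on by the ecdysone agonist tebufenozide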
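Rat PC12, Q103 Htt exon1-GFP fusion, ecdysone promoter; tebufenozide inducer 100 nM final; compound titration; qHTS, 1500 cells/well; ATPlite luminescent read.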
Active calls of the source: *; u = inconclusive; x = no result given; & = joins results of further samples; [ ] = remark or other dose. Unless noted, the call rests on the fitted dose curve; in most records, active means well fitted curve in the direction sought with a large enough effect; inconclusive means small, poorly fitted or top-dose-only effect, or another doubt; inactive means no such curve, though single readings can be large; an effect the other way counts as inactive or inconclusive. Compounds as they come. Share with any hit: about 1.5%.

SMILES	GAA spleen mod	GAA inh	CBFb-RUNX1 inh	GAA glycogen mod	HttQ103 aggreg	Lamin A splicing	HTT ATP protect
Cc1cc(C)c(NC(=S)N2CCCC2C(=O)O)c(C)c1 (centres undefined)	-0.3%	0.5%	0.1%	-2.4%	2.4%	-1.8%	34.4%[10 µM]
CCCOc1cc(N)ccc1C(=O)OCCN(CC)CC	-12.3%[29.1 µM]	x	4.5%[21.7 µM]	x	21.2%[20.6 µM]	u	-63.2%[inhibitor][17.1 µM]
COC(=O)Cn1c(C(=O)N2CCCC2)cc2c1C[C@H]1CN(C(=O)c3ccccc3)[C@@](Cc3ccc(F)cc3)(C(=O)OC)[C@@H]21	0.9%&-1.6%	-4.6%	2.6%[2.36 µM]	-8.2%	11.0%	7.8%	14.8%
CN(C)c1ccc(S(=O)(=O)c2ccc(Cl)cc2)cc1	-2.3%	-7.7%	6.3%	-1.5%	-9.1%	-1.8%	-0.9%
O=C(CSc1ccc(-c2cccc([N+](=O)[O-])c2)nn1)N1CCCC1	1.0%	4.9%	9.0%	3.7%	-2.6%	x	-42.5%
Cc1nn(CC#N)c(=O)n1-c1ccc(Cl)cc1	x	0.5%	7.2%	1.2%	13.3%	9.3%[46 µM]	-0.9%
COC(=O)c1cc(OC)c(OC)cc1NC(=O)c1ccc(OC)cc1	-6.3%	-13.4%	1.9%	-0.1%	18.1%	14.5%	-11.6%
O=C(CCCSc1nc2sc3c(c2c(=O)[nH]1)CCC3)NCCO	-1.5%	-1.3%[15.4 µM]	2.8%	4.1%	-5.2%	3.4%	-3.4%[10 µM]
CC(=O)Nc1ccc(C(=O)NCCCOC(C)C)cc1	1.0%	7.1%	9.4%	8.5%	u	x	-53.8%[inhibitor]
CC(C)OC(=O)Cn1c(=O)oc2ccccc21	-1.2%	-0.4%	4.4%	8.3%	9.6%	1.5%	-2.3%
Cc1cc(=O)oc(C)c1C(=O)NCC(C)NC(=O)c1c(C)cc(=O)oc1C (centres undefined)	-27.0%	0.3%	5.0%	2.3%	-5.4%	5.9%	-21.4%
C/C(=N\NC(=O)CCn1nc(C)cc1C)C(C)(C)C	-2.6%	-2.4%	0.6%	-2.9%	-8.7%	-8.5%	-0.8%[10 µM]
Cc1ccc2cc3cc(C(=O)N4CCN(Cc5ccccc5)CC4)sc3nc2c1	-0.2%	-1.7%	4.4%	1.2%	-11.9%[9.22 µM]	5.3%	6.8%
CCOC(=O)Cc1nnc(NC(=O)CSc2nc3ccccc3[nH]2)s1	-0.6%	x	6.7%	0.3%	20.8%[9.22 µM]	x	-1.7%[10 µM]
COc1ccc([N+](=O)[O-])cc1NC(=O)CSc1nc(C)c(C)c(C)n1	-3.7%	1.4%	7.8%	8.1%	2.3%	-10.2%	41.8%[10 µM]
COCCn1cc(C(=O)c2ccccc2OCC(=O)Nc2cc(C)on2)cc(C#N)c1=O	-8.1%	2.6%	14.6%	-12.4%	15.6%	21.9%	-3.1%[10 µM]
COc1ccccc1-n1c(CNC(=O)c2cccc([N+](=O)[O-])c2C)n[nH]c1=S	1.5%	5.2%	-5.7%	-7.6%	7.1%	x	-16.3%
COc1ccc(-n2c(-c3ccccc3)nnc2-c2ccc(Cl)cc2)cc1	-9.3%	-11.6%	3.2%	5.7%	12.7%	u	4.2%
Cc1cc(C)nc(OC(=O)c2ccc(Cl)cc2Cl)n1	7.4%	10.4%	2.6%	17.4%	9.4%	-5.3%[46 µM]	1.7%[10 µM]
Cc1ccccc1OCC(=O)OCC(=O)c1ccc(OCc2ccccc2)cc1	1.2%	4.3%	-2.7%	6.4%	24.8%	-14.9%	15.8%[10 µM]
Cc1ccc(CNCC2CCCO2)s1 (centres undefined)	13.2%	1.3%	-11.1%	-2.3%	9.2%[9.22 µM]	7.9%	22.6%
Cc1ccccc1NC(=O)c1ccccc1NC(=O)CCC(=O)O	-1.8%	4.0%	-2.5%	10.5%	2.4%	-5.2%	x
Cc1cc(C)nc(NS(=O)(=O)c2ccc(NC(=O)CCC3COc4ccccc4O3)cc2)n1 (centres undefined)	-6.6%	-3.6%	4.0%	5.9%	-3.6%	13.2%	-0.3%
O=S(=O)(Nc1ccc(Cl)cc1)c1ccc(N2CCOCC2)c(NC(=S)NC2CC2)c1	-3.4%	-2.6%	-6.0%	-14.4%	-20.7%	-2.6%[46 µM]	-3.4%
COc1ccc(NC(=O)c2ccccc2-c2ccccc2)cc1	-11.7%	u	1.0%	-7.0%	2.0%[9.22 µM]	u	-13.4%
N#Cc1c(-c2ccncc2)c2c([nH]c1=S)CCCC2	-6.2%	1.8%	-12.2%	-20.4%	17.6%	6.6%	-11.6%
O=P(O)(O)COc1ccccc1P(=O)(c1ccccc1)c1ccccc1	1.5%	-2.9%	4.4%	-0.8%	u	-9.0%	-1.9%[0.074 µM]
CC(=O)N1CCN(C(=O)c2ccc(-n3c(C)ccc3C)cc2)CC1	1.7%	-2.7%	0.9%	0.6%	10.2%	-0.9%	-0.3%[10 µM]
COc1cc(C2C(C(N)=O)=C(C)Nc3nc(CCCO)nn32)cc(OC)c1OC (centres undefined)	8.6%	3.1%	1.8%	12.8%	9.6%	-3.6%	-6.9%
Cc1c(C(=O)NCc2ccccn2)oc2ccc(S(=O)(=O)N3CCC4(CC3)OCCO4)cc12	-1.4%	u	-18.2%	1.5%	-21.0%	x	-42.7%[inhibitor]
CCOC(=O)N/N=C/c1cn(CCCOc2ccc(C)cc2)c2ccccc12	0.0%	0.3%	4.2%	-2.3%	-1.9%	u	x
CCCN1C(=O)C2C(C(=O)Nc3cccc(OC)c3)C3C=CC2(O3)C1C(=O)NC1CCCCC1 (centres undefined)	0.1%	1.2%	-3.2%	0.6%	8.3%	-2.9%	-27.9%
O=C(Nc1cccc(S(=O)(=O)N2CCCCC2)c1)c1ccc([N+](=O)[O-])o1	-3.3%	u	-12.3%	1.2%	u	u	u
COc1ccc(-n2c(O)c(C=NC3CC3)c(=O)[nH]c2=O)cc1	3.9%	-3.3%	1.6%	1.2%	8.9%	u	11.7%
COc1ccc(C(=O)Oc2cc(OC)cc(OC)c2C(C)=O)cc1	-2.3%[17.4 µM]	-4.3%	2.9%[13.1 µM]	4.3%	-9.5%	8.7%	u
Cc1ccc2cc(CCNC(=O)C(=O)c3c(C)[nH]c4ccccc34)c(=O)[nH]c2c1	-14.7%	8.2%	2.4%	10.2%	10.6%	-23.2%[46 µM]	4.1%
CC(=O)c1ccc(Cl)c(Cl)c1Cl	-6.6%	x	12.1%[21.7 µM]	x	x	x	-3.6%
CCOC(=O)c1c(CN(C)C)oc2cc(CN(C)C)c(O)c(CSc3ccccc3)c12	-9.1%	u	-22.0%	-4.6%	-5.5%	-15.1%	-3.5%[0.074 µM]
Fc1ccc(F)c(C2=NNC(=Nc3ccccc3F)SC2)c1	1.5%	-10.0%	-10.8%	-8.5%	7.7%	u	x
CCOC(=O)c1cc(CC)sc1/N=C/C1C(=O)CC(C)(C)CC1=O	-2.8%	5.6%	-2.3%	-0.6%	31.1%	-7.4%	-24.4%[10 µM]

Two successive entries from above, quoted:
SMILES	GAA spleen mod	GAA inh	CBFb-RUNX1 inh	GAA glycogen mod	HttQ103 aggreg	Lamin A splicing	HTT ATP protect
Fc1ccc(F)c(C2=NNC(=Nc3ccccc3F)SC2)c1	1.5%	-10.0%	-10.8%	-8.5%	7.7%	u	x
CCOC(=O)c1cc(CC)sc1/N=C/C1C(=O)CC(C)(C)CC1=O	-2.8%	5.6%	-2.3%	-0.6%	31.1%	-7.4%	-24.4%[10 µM]

An excerpt from above in order of their number in GAA inh, rising:
Molecule | GAA inh
Fc1ccc(F)c(C2=NNC(=Nc3ccccc3F)SC2)c1 | -10.0%
COc1ccc(-n2c(O)c(C=NC3CC3)c(=O)[nH]c2=O)cc1 | -3.3%
CC(=O)N1CCN(C(=O)c2ccc(-n3c(C)ccc3C)cc2)CC1 | -2.7%
Cc1ccc(CNCC2CCCO2)s1 (centres undefined) | 1.3%
Cc1ccc2cc(CCNC(=O)C(=O)c3c(C)[nH]c4ccccc34)c(=O)[nH]c2c1 | 8.2%

(further entries)
SMILES	GAA spleen mod	GAA inh	CBFb-RUNX1 inh	GAA glycogen mod	HttQ103 aggreg	Lamin A splicing	HTT ATP protect
COC(=O)c1nc(NC(=O)c2ccccc2)n[nH]1	-4.0%	-13.1%	2.6%	-3.4%	2.9%	6.8%	-21.3%
CC(/C=C/c1ccccc1F)=N\NC(=O)C(C)C	-12.3%	4.1%	-2.9%	7.7%	-0.9%	u	x
CC(=O)NC1C(OCc2ccccc2)OC(CO)C(OC(C)=O)C1OC(C)=O (centres undefined)	-6.6%	3.1%	-0.9%	12.5%	2.0%	-10.2%	-8.8%[10 µM]
Cc1nnc(SCC(=O)Nc2ncc3c(n2)CCCC3=O)s1	-5.7%	-7.7%	2.1%	-7.3%	4.3%	6.6%	6.2%
C/C(=N\NC(=O)c1ccc(O)cc1)c1ccc2c(c1)Nc1ccccc1S2	-12.3%	-9.2%	-7.8%	u	-28.3%	u	15.4%[10 µM]
Cc1ccc2c(c1)NC(=O)C(CC(=O)NCc1cccnc1)O2 (centres undefined)	4.3%	-0.1%	-1.6%	-14.8%	-10.1%	1.5%	-18.8%
Cc1ccc(S(=O)(=O)c2nc(-c3ccco3)oc2NCC2CCCO2)cc1 (centres undefined)	3.9%	-7.4%	10.1%	-0.6%	1.1%	0.0%	x
CC(C)/C=N/Nc1nc(-c2ccc(Br)cc2)cs1	5.7%	-3.2%	-3.3%	-0.3%	-9.5%	u	x
Cc1ccc2c(N)c(C#N)sc2n1	7.9%	-13.5%	0.9%	2.6%	1.4%	-3.1%	-15.7%
COc1cc(C2C(C#N)=C(N)Oc3n[nH]c(-c4ccncc4)c32)cc(OC)c1OC (centres undefined)	-4.9%	7.2%	-1.7%	-17.5%	-14.0%	-3.3%[0.0737 µM]	u

Bioassay records from PubChem.
